Screening data from PubChem BioAssay.
Mtb FBA inh: inhibits M. tuberculosis FBA enzyme; purified M. tuberculosis FBA, fluorescence read-out; inhibition, % at 1 µM; 360,000 compounds, 2.3% hits; in the data active = inhibition above about 27%;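 note: 0% = vehicle and 100% = reference inhibitor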
Target sequence (P9WQA3 whole entry, looked up): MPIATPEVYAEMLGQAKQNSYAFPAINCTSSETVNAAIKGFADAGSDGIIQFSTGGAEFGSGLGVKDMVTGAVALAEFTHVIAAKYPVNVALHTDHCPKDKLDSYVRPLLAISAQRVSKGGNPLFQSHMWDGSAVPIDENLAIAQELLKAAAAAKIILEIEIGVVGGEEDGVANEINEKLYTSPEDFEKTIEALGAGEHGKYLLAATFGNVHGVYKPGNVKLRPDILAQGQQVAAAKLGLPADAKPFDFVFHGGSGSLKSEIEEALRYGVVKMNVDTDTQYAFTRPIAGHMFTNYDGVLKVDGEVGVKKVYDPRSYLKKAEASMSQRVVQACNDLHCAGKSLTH
BioA inh: blocks M. tuberculosis BioA enzyme activity. 360,000 compounds, 0.096% hits. purified M. tuberculosis BioA enzyme, plate reader. inhibition, % at 9.99 µM; in the data active = inhibition above about 40%
SARS 3CLpro inh: SARS-CoV 3CLpro protease inhibition | 290,000 compounds, 0.14% hits | AID 1706 | inhibition, % at 6 µM | recombinant SARS-CoV 3CLpro, quenched FRET peptide cleavage | P0C6X7; in the data active = inhibition above about 12%
MazEF act: MazEF (E. coli) toxin RNase activation; P0AE70; FAM/BHQ RNA-DNA oligo cleavage fluorescence, 5 h; activation, % at 20 µM; 350,000 compounds, 0.32% hits; in the data active = activation above about 50%
Target sequence (P0AE70 whole entry, looked up): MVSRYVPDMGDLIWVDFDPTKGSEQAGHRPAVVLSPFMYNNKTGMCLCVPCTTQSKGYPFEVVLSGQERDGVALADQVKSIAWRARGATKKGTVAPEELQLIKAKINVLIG
GDH-TPI inh: counter-screen for M. tuberculosis FBA inhibitors: GDH-TPI coupled enzymes. AID 588335. GDH-TPI coupled enzyme counterscreen, NADH absorbance. inhibition, % at 4.8 µM. 360,000 compounds, 1.2% hits; in the data active = inhibition above about 30%;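 note: 0% = DMSO wells and 100% = wells lacking the enzyme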
UGM FP inh: inhibitors of M. tuberculosis UDP-galactopyranose mutase; 320,000 compounds, 0.06% hits; inhibition, % at 10 µM; purified UGM, fluorescence polarization probe displacement; in the data active = inhibition above about 10%, passing the limit was not always enough
Rv3671c inh: Rv3671c (M. tuberculosis) protease inhibition. P9WHR9. inhibition, % at 5.96 µM. 320,000 compounds, 0.048% hits; in the data active = inhibition above about 38%;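 note: extracellular domain of Rv3671c used as enzyme; 0% = enzyme with DMSO and 100% = no enzyme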
Target sequence (P9WHR9 whole entry, looked up, the tested form may be a part): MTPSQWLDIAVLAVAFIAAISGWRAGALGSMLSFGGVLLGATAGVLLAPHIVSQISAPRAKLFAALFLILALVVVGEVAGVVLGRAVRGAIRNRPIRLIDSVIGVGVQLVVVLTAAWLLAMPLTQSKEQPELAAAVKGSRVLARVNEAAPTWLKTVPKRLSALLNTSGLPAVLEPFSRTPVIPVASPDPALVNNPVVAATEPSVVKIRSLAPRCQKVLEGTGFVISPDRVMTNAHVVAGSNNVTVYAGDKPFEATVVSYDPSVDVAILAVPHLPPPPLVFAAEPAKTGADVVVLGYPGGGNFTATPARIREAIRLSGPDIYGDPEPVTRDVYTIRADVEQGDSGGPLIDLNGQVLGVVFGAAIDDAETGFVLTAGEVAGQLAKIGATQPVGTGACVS
SSB-PriA inh: inhibitors of Klebsiella pneumoniae PriA binding to SSB C-terminal tail | AlphaScreen SSBct-PriA binding, biotinylated peptide | inhibition, % at 33 µM | 430,000 compounds, 0.6% hits | AID 1272365; in the data active = inhibition mostly above about 37%, no sharp cut-off; inactive = mostly below about 20%;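 note: plate controls were negative control peptide for no effect and reference peptide for full effect; strong numbers were not always called active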
VHR inh abs: DUSP3 (human) phosphatase inhibition. P51452. recombinant VHR phosphatase, pNPP absorbance. inhibition, % at 13.3 µM. 290,000 compounds, 0.52% hits; in the data active = inhibition above about 50%; note: some compounds called inactive have numbers as strong as hits
Target sequence (P51452 whole entry, looked up): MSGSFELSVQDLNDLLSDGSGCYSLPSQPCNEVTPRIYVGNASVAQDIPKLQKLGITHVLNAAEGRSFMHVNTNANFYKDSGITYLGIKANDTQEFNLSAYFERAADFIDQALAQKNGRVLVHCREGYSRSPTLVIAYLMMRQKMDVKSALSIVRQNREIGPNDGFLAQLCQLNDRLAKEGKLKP
BH1578 lux ind: induces V. cholerae light production without autoinducers; 350,000 compounds, 0.16% hits; activation, % at 18.7 µM; V. cholerae BH1578 lux reporter, luminescence, 6 h; AID 588436; in the data active = activation mostly above about 9.7%, no sharp cut-off; note: not every result past the cut was called active; inactives centre near 0; reference of the scale not given here
Starred values were filed as active, the others as inactive; i = inactive; . = no result given. Not all compounds are listed, so the mix of outcomes need not match the whole.

#1 COc1ccc(CC(=O)OC(C)C(=O)Nc2c(C)n(C)n(-c3ccccc3)c2=O)cc1OC (centres undefined)
#2 c1ccc2c(N3CCCCC3)nc(N3CCOCC3)nc2c1
#3 Cc1ccc(C2(C)NC(=O)N(CC(=O)N3CCN(S(=O)(=O)c4cccc([N+](=O)[O-])c4)CC3)C2=O)cc1 (centres undefined)
#4 CN(CC(=O)NCCc1ccccc1)CC(=O)Nc1cccc(F)c1
#5 CCOc1cc(CNCCO)cc(Br)c1OCc1ccccc1Cl
#6 CCC(=O)N(Cc1cc2cc(OC)ccc2[nH]c1=O)c1cc(C)ccc1C
#7 O=C(CN1CCCCC1)Nc1ccc(S(=O)(=O)c2ccc(NC(=O)CN3CCCCC3)cc2)cc1
#8 CC(C)(C)c1ccc(S(=O)(=O)N2CCCCC2)cc1
#9 C/C(=N/NC(=O)CSCc1ccc(Cl)cc1)c1cccc(NC(=O)c2ccccc2)c1
#10 CCOc1cc(Br)c(C=O)cc1OCC
Compound	1	2	3	4	5	6	7	8	9	10
Mtb FBA inh	0.3	10.8	-0.5	-1.4	1.9	6.1	2.1	2.2	-4.0	8.3
BioA inh	-0.6	.	1.1	7.5	1.9	2.4	-0.4	-0.3	-1.0	.
SARS 3CLpro inh	.	2.5	.	.	1.7	1.8	.	2.0	1.1	-1.6
MazEF act	4.4	-2.1	2.1	-3.5	3.7	0.8	15.9	1.4	16.6	5.3
GDH-TPI inh	-1.9	12.7	13.7	-3.5	-4.5	2.2	8.2	12.2	0.0	6.9
UGM FP inh	-1.6	0.6	-2.2	0.7	0.3	-0.3	.	1.1	-0.7	2.3
Rv3671c inh	3.8	3.7	2.4	11.0	0.6	-1.4	.	2.2	-3.8	-2.2
SSB-PriA inh	-7.3	6.3	4.3	0.5	-5.2	-7.5	-2.6	-14.7	.	-12.4
VHR inh abs	.	8.2	.	.	23.5	11.3	.	3.5	6.3	4.7
BH1578 lux ind	0.3	-0.4	-0.6	-0.4	i	i	i	-0.3	-5.0	.

#11 O=C(CSc1ncc(C(F)(F)F)cc1Cl)N1CCN(S(=O)(=O)c2ccc(Cl)cc2)CC1
#12 Cc1nc(Cc2nnc(SCC(=O)N3CCN(c4ccc(F)cc4)CC3)o2)cs1
#13 COc1ccc(NS(=O)(=O)c2cccc(C(=O)NCc3ccccc3CN3CCOCC3)c2)cc1
#14 CC(=O)N1c2c(cc(Br)cc2S(=O)(=O)N2CCCCC2)CC1C (centres undefined)
#15 CC(=O)c1cc(-c2ccc(F)cc2)n(CCC(=O)Nc2cc(C)[nH]n2)c1C
#16 N#C/C(=C\c1ccccc1)c1nc2ncccc2[nH]1
#17 S=c1[nH]nc(-c2cnccn2)n1-c1ccccc1
#18 Cc1ccc(S(=O)(=O)N2CCN(C(=O)CN3C(=O)NC4(CCCCC4)C3=O)CC2)c(C)c1
#19 CCOc1ccc(CCNC(=O)COC(=O)c2ccc(C)c([N+](=O)[O-])c2)cc1OCC
#20 C=CCn1c(CC(=O)Nc2cccc(OC)c2)nnc1SCC(=O)NC1CCCCC1
Compound	11	12	13	14	15	16	17	18	19	20
Mtb FBA inh	-1.7	0.6	4.7	1.8	3.0	13.9	2.7	2.9	-2.0	5.2
BioA inh	-0.8	-1.1	-1.1	3.1	-0.4	3.4	-0.4	-0.9	-1.6	.
SARS 3CLpro inh	0.7	.	.	2.9	2.3	1.1	-0.2	.	0.8	-1.6
MazEF act	-0.8	3.0	-7.4	3.4	4.0	-2.9	7.7	-0.6	0.5	-9.9
GDH-TPI inh	15.8	14.0	9.0	9.7	2.2	29.1	5.7	-3.5	-15.5	3.8
UGM FP inh	-1.1	0.0	.	-3.4	-0.4	1.3	3.4	1.0	1.1	1.9
Rv3671c inh	-10.6	0.2	.	-2.2	6.8	-1.7	-14.7	-3.1	0.5	5.4
SSB-PriA inh	5.3	-20.7	2.5	-9.0	11.2	-7.9	-14.6	-24.6	1.6	-8.5
VHR inh abs	2.0	.	.	24.8	22.3	25.5	5.0	.	14.4	30.4
BH1578 lux ind	-1.6	-4.3	1.9	-0.4	i	i	-1.0	-1.2	-1.0	-2.5

#21 CCc1nnc(NC(=O)c2ccc(S(=O)(=O)N3CCCC(C)C3)cc2)o1 (centres undefined)
#22 CCc1cccc(CC)c1NC(=S)NCCc1c(C)[nH]c2ccc(C)cc12
#23 Cc1ccnn1CC(=O)N/N=C/c1ccc2c(c1)OCO2
#24 O=C(CNC(=O)c1ccco1)NCC(=O)OCC(=O)c1ccc(Cl)c([N+](=O)[O-])c1
#25 CCOc1ncccc1C(=O)Nc1nnc(C)s1
#26 [O-][n+]1onc2c1CCc1c-2nc(-c2ccccc2)n1OCc1ccccc1
#27 COc1cc(NC(=O)c2cccs2)c(C(=O)OCC(=O)NC(=O)NCc2ccccc2)cc1OC
#28 [O-][N+]1=C(c2cccs2)CN(O)C1
#29 COc1cccc(CC(NC(C)=O)C(=O)NC2CCN(S(=O)(=O)c3cccc4ccccc34)CC2)c1 (centres undefined)
#30 Cc1c(CN2CCC(n3nccc3NC(=O)c3cccc(F)c3)CC2)cnn1C
Compound	21	22	23	24	25	26	27	28	29	30
Mtb FBA inh	1.6	3.2	-0.6	1.8	-0.7	4.3	-2.2	-9.0	-3.9	5.2
BioA inh	0.9	-1.0	4.0	-3.6	.	-2.1	0.7	-0.9	-0.5	2.8
SARS 3CLpro inh	-2.1	-0.7	6.8	2.2	-2.3	7.8	-0.9	6.3	-0.3	2.8
MazEF act	0.7	2.4	5.2	15.3	5.8	-2.4	6.2	3.1	2.4	-0.2
GDH-TPI inh	3.1	5.6	24.7	12.6	-2.5	8.8	16.9	10.4	-3.5	-5.2
UGM FP inh	0.4	6.3	1.4	-1.6	2.5	-0.1	-0.1	1.0	-0.1	-2.4
Rv3671c inh	4.3	9.5	7.2	2.5	-4.6	1.3	-10.8	2.8	1.6	0.8
SSB-PriA inh	-5.1	8.6	.	-6.9	9.4	-21.6	16.6	-3.9	-2.8	-8.9
VHR inh abs	11.0	-3.6	-9.9	-14.6	9.3	3.0	-20.8	33.9	47.0	-4.4
BH1578 lux ind	-0.2	-0.2	-0.2	i	-0.5	i	.	-4.5	-23.6	1.3

#31 Cc1ccc2nc(CSc3nc(C)nc4c3oc3ccccc34)[nH]c2c1
#32 O=c1oc(-c2ccco2)nc2ccccc12
#33 O=C(Nc1cc(Cl)cc2c1-c1ccc(Cl)cc1C2O)C(Cl)Cl (centres undefined)
#34 Cc1ccccc1N1CC(C(=O)Nc2ccc(S(=O)(=O)N3CCOCC3)cc2)CC1=O (centres undefined)
#35 CCOC(=O)Cn1nnc(-c2ccc(S(C)(=O)=O)cc2)n1
#36 CC(C)COc1ccc(C(=O)Nc2cc(S(=O)(=O)N3CCOCC3)ccc2N2CCCC2)cc1
#37 CCOC(=O)c1cccc(NC(=O)CCn2cccc2)c1
#38 NC(=O)N/N=C/c1cc(F)cc(F)c1
#39 Cc1cc(-c2nnc(SCC(=O)N3C(C)CCCC3C)o2)no1 (centres undefined)
#40 Cc1oc(-c2cc(F)ccc2F)nc1CN1CCCN(C(=O)c2ccco2)CC1
Compound	31	32	33	34	35	36	37	38	39	40
Mtb FBA inh	3.0	3.3	4.9	0.7	-2.8	1.2	2.2	3.5	0.7	-0.6
BioA inh	-1.9	.	.	0.7	.	-1.6	.	2.9	-2.1	.
SARS 3CLpro inh	.	1.0	.	-1.5	-3.5	.	1.5	0.9	-1.8	2.7
MazEF act	-37.7	7.5	-11.7	0.3	-3.0	6.0	-3.7	4.1	-0.3	-6.7
GDH-TPI inh	8.1	7.5	6.9	0.0	-1.3	-8.4	4.2	4.6	8.3	7.3
UGM FP inh	1.4	1.3	.	-0.1	-0.6	0.6	-1.2	0.0	2.0	-0.7
Rv3671c inh	-25.2	13.8	.	4.5	-0.9	-2.8	1.4	8.1	3.5	2.2
SSB-PriA inh	-38.0	2.7	-3.2	-3.6	-10.4	-3.5	2.9	i	-0.7	-19.2
VHR inh abs	.	-0.2	.	-14.9	-3.8	.	3.6	-0.3	14.7	12.9
BH1578 lux ind	-0.2	-0.6	i	-0.3	2.5	0.5	i	-0.2	-2.0	0.5

#41 Cc1cccc(N(CC(=O)NC2CC2)S(=O)(=O)c2ccc(Cl)cc2)c1
#42 CCOc1ccc(NS(=O)(=O)c2cc(C(=O)NCCN3CCOCC3)ccc2C)cc1
#43 O=C(COc1ccc(-c2ccccc2)cc1)N1CCN(C(=O)c2cccnc2)CC1
#44 COc1ccc(C)cc1NC(=O)CC1COc2ccccc2O1 (centres undefined)
#45 Cc1cc(O)c2c(c1)C(=O)C13C(=C2O)C(=O)[C@H]2[C@@H](O)[C@@H]1[C@H]1[C@H](O)[C@@H]3C(=O)C3=C(O)c4c(O)cc(C)cc4C(=O)C312 (some centres undefined)
#46 O=CN1CCN(C(=O)CN2C(=O)c3ccccc3C2=O)CC1
#47 COc1ccc2cc(CN(CCO)C(=O)c3ccccc3F)c(=O)[nH]c2c1
#48 COCc1cc(C)nc(OCC(=O)N/N=C/c2ccc(-c3cc([N+](=O)[O-])ccc3Cl)o2)c1C#N
#49 NC(=O)/C(=C\c1ccco1)NC(=O)c1ccc(Br)o1
#50 CN1C(=O)c2cccc3c(S(=O)(=O)Nc4ccccc4F)ccc1c23
#51 O=C(N1CCCCC1)N1CCC(c2nc3ccccc3[nH]2)CC1
#52 Cc1nn(-c2ccccc2)c2[nH]c(=O)c(CNCC3CCCO3)cc12 (centres undefined)
Compound	41	42	43	44	45	46	47	48	49	50	51	52
Mtb FBA inh	2.3	0.7	0.7	7.1	-17.8	3.2	3.1	6.4	-2.0	0.7	1.8	2.6
BioA inh	1.5	.	-0.4	-1.8	-0.4	0.4	1.3	.	-0.8	-2.9	1.8	-0.4
SARS 3CLpro inh	-1.4	.	2.9	-1.9	.	-2.0	-0.2	-0.4	.	-6.4	-2.5	1.9
MazEF act	-2.4	1.9	-3.0	-0.1	-10.0	2.4	4.5	0.1	-20.4	3.1	8.7	4.4
GDH-TPI inh	6.9	-0.5	0.0	3.5	38.2*	5.3	28.5	5.4	18.3	1.5	-1.4	6.2
UGM FP inh	0.8	-2.0	-1.7	-1.8	8.6	6.4	1.4	1.9	-2.9	0.6	0.6	-0.7
Rv3671c inh	-3.5	0.7	1.3	-6.9	-3.3	8.0	1.8	-7.2	1.9	-0.8	-1.4	1.3
SSB-PriA inh	1.6	-4.5	8.7	-27.2	-2.6	0.3	-15.1	.	-0.9	-11.4	-11.9	-3.9
VHR inh abs	14.0	.	17.2	10.6	.	3.5	6.0	20.6	.	2.1	4.8	13.8
BH1578 lux ind	-0.7	-1.1	-0.6	i	-0.6	-0.5	0.6	1.1	-0.5	i	-0.8	-0.5

Reprinted, nos. 45 to 49
#45 Cc1cc(O)c2c(c1)C(=O)C13C(=C2O)C(=O)[C@H]2[C@@H](O)[C@@H]1[C@H]1[C@H](O)[C@@H]3C(=O)C3=C(O)c4c(O)cc(C)cc4C(=O)C312 (some centres undefined)
#46 O=CN1CCN(C(=O)CN2C(=O)c3ccccc3C2=O)CC1
#47 COc1ccc2cc(CN(CCO)C(=O)c3ccccc3F)c(=O)[nH]c2c1
#48 COCc1cc(C)nc(OCC(=O)N/N=C/c2ccc(-c3cc([N+](=O)[O-])ccc3Cl)o2)c1C#N
#49 NC(=O)/C(=C\c1ccco1)NC(=O)c1ccc(Br)o1
Compound	45	46	47	48	49
Mtb FBA inh	-17.8	3.2	3.1	6.4	-2.0
BioA inh	-0.4	0.4	1.3	.	-0.8
SARS 3CLpro inh	.	-2.0	-0.2	-0.4	.
MazEF act	-10.0	2.4	4.5	0.1	-20.4
GDH-TPI inh	38.2*	5.3	28.5	5.4	18.3
UGM FP inh	8.6	6.4	1.4	1.9	-2.9
Rv3671c inh	-3.3	8.0	1.8	-7.2	1.9
SSB-PriA inh	-2.6	0.3	-15.1	.	-0.9
VHR inh abs	.	3.5	6.0	20.6	.
BH1578 lux ind	-0.6	-0.5	0.6	1.1	-0.5
